NPC1 prom act: activates the NPC1 promoter | Potency, µM (titrated, usually from 9.22 µM), for inactives: at the top dose activation, most hits filed as activators | 2.4% of 320,000 active | Huh7 NPC1 promoter luciferase reporter, 24 h;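 also: potency is read from the fitted curve at half-maximal effect; % of control where 0% means no effect; nearly all actives have a fitted effect of over 60% in size; reporter is driven by a mutant NPC1 promoter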
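Quantitative HTS used a cell-based reporter: Huh7 cells stably bearing the NPC1 promoter upstream of luciferase were treated with compounds for 24 h, and promoter activation was read as luminescence.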
TRPV1 ag: agonists of human vanilloid receptor 1 (TRPV1) | TRPV1-expressing cells, Fluo-8 calcium influx, agonist mode | activation, % at 8.33 µM | Q8NER1 | 0.19% of 320,000 active; in the data active = activation above about 80%; inconclusive = between about 30% and that limit; also: 0% is about no effect
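Fluo-8 calcium influx in TRPV1-expressing cells, kinetic read (ex 480/em 520 nm). Compound added and read 3 min for agonist activity, followed by capsaicin at EC20 final and 2 min further read for enhancement.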
ELG1 genotox: inducers of genotoxicity in HEK293T ELG1-luciferase cells | HEK293T ELG1-luciferase reporter, luminescence, 16 h | Potency, µM (top dose mostly 46 µM), inactives show at the top dose activity change, positive = activation, actives largely listed as activators | 1.3% of 330,000 active | AID 504466; also: potency is read from the fitted curve at half-maximal effect; % of control where 0% means no effect; nearly all actives have a fitted effect of over 60% in size
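HEK293T cells expressing luciferase-tagged ELG1 were exposed to compound or DMSO vehicle for 16 hr at 37 °C and 5% CO2. Luciferase activity was then measured with ONE-Glo after 30 min at room temperature.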
ELG1 repair inh: blocks ELG1-dependent DNA repair in HEK293T cells; HEK293T ELG1-luciferase reporter, luminescence, 16 h; DNA damage induced by 5-fluorouridine; Potency, µM (doses to about 46.1 µM), for the others: at the highest dose activity change, negative = inhibition, usual class: inhibitors; 2.3% of 330,000 active; also: potency is read from the fitted curve at half-maximal effect; % is scaled to controls: 0 for no effect and ±100 for the full control effect; nearly all actives have a fitted effect of over 55% in size
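HEK293T cells expressing luciferase-tagged ELG1 (2,000/well) received 5-Fluorouridine plus compound or DMSO for 16 hr at 37 °C. Luciferase was read by ONE-Glo luminescence after 30 min at room temperature.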
p53 reactivation: re-activators of mutant p53 | H1299 p53-A138V BP100-luciferase reporter, luminescence, 24 h | Potency, µM (doses to about 92.2 µM), for inactives: top-dose activity change, positive = activation, actives largely listed as activators | 0.063% of 320,000 active; also: potency is read from the fitted curve at half-maximal effect; % of control where 0% means no effect; nearly all actives have a fitted effect of over 45% in size
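H1299 (p53-null), stable ts p53-A138V + BP100-Luc; 1000 cells/well, Opti-MEM/10% FBS; cpd 4 pt, 1:5; 24 h, 37 deg C, 5% CO2; detection reagent 10 min RT; luminescence.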
Tb PFK inh: blocks T. brucei phosphofructokinase; T. brucei PFK, ADP-Glo luminescence; Potency, µM (titrated, usually from 57.5 µM), inactives show at the highest dose activity, negative = inhibition, most hits filed as inhibitors; 0.17% of 330,000 active; AID 485367;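 also: potency is read from the fitted curve at half-maximal effect; 0% = uninhibited 1x PFK enzyme wells and -100% = no-enzyme wells; nearly all actives have a fitted effect of over 60% in size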
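Luminescent ADP detection (ADP-Glo, two-step: ATP depletion then ADP-to-ATP conversion for luciferase) reported PFK activity after 45 min room-temperature reaction of 1.25 nM enzyme with 0.5 mM F6P and 0.1 mM ATP at pH 8.0.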
RORgamma inh: ROR gamma (mouse) transcription inhibition | P51450 | Drosophila S2 Gal4-RORgamma UAS-luciferase reporter, 20 h | Potency, µM (doses to about 53.6 µM), for inactives: at the top dose activity change, negative = inhibition, hits mostly inhibitors | 5.4% of 310,000 active; also: potency is read from the fitted curve at half-maximal effect; % is scaled to controls: 0 for no effect and ±100 for the full control effect; nearly all actives have a fitted effect of over 60% in size
Target sequence (P51450 whole entry, looked up, the tested form may be a part): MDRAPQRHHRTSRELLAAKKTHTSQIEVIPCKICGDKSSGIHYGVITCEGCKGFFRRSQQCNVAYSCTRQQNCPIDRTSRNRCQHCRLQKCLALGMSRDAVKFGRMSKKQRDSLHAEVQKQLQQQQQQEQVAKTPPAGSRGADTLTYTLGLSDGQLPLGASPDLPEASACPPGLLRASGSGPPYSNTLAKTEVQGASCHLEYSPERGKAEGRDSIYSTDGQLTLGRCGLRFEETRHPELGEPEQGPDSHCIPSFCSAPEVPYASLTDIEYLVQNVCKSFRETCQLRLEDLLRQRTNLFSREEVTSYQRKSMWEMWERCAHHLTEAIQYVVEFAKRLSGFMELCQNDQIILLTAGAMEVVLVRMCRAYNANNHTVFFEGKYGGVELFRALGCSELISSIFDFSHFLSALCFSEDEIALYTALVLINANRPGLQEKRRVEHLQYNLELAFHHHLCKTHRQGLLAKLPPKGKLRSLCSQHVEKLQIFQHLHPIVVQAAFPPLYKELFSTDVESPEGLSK
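In this cell-based reporter format, copper sulfate (700 uM final) drives Gal4–ROR gamma fusion expression from a metallothionein promoter in Drosophila Schneider cells; compounds preincubated 1 hr, reporter read after 20 hr at ambient temperature.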
FLuc modulator: counter-screen for miR-21 project: firefly luciferase inhibitors or activators | purified FLuc, Km substrates, luminescence inhibition | Potency, µM (titrated, usually from 57.5 µM), for the others: top-dose activity change, negative = inhibition, actives largely listed as inhibitors | 6.9% of 360,000 active | AID 588342;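 also: potency is read from the fitted curve at half-maximal effect; plate controls were vehicle for no effect and reference inhibitor for full effect; nearly all actives have a fitted effect of over 55% in size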
Target sequence (P08659 whole entry, looked up): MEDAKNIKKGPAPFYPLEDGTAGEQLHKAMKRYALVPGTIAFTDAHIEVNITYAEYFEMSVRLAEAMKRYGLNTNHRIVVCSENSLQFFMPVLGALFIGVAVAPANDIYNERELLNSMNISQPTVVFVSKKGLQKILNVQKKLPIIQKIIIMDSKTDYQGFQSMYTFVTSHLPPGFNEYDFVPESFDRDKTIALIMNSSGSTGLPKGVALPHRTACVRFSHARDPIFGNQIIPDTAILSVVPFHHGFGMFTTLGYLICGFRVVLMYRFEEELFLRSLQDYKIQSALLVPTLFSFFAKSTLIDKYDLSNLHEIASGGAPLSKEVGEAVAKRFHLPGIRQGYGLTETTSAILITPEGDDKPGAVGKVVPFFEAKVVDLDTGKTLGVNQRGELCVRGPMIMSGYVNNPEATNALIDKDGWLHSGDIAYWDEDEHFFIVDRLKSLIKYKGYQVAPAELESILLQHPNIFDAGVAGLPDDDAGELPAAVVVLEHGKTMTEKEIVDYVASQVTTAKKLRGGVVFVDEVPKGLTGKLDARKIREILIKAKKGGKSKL
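Purified P. pyralis luciferase (10nM final) with 10uM D-luciferin and 10uM ATP (Km levels) in 50mM Tris acetate pH 7.5, 10mM Mg acetate, 0.01% Tween-20, 0.05% BSA; qHTS 6-point titration, ~60 µM downward; luminescence read.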
Rab9 promoter act: activators of Rab9 promoter; Huh7 Rab9 promoter-luciferase reporter, luminescence, 24 h; Potency, µM (doses to about 9.22 µM), for inactives: at the highest dose activation, negative = inhibition, actives largely listed as activators; 2.8% of 320,000 active; also: potency is read from the fitted curve at half-maximal effect; % of control where 0% means no effect; nearly all actives have a fitted effect of over 60% in size
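Rab9 promoter-driven luciferase in stably transfected Huh7 cells; 1500 cells/well rested 2 h, exposed to compound in DMSO for 24 h at 37 °C, 5% CO2. Luminescence read 10 min after adding luciferase reagent at ambient temperature.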
VP16 counter: Gal4-VP16 reporter inhibition counter-screen; Drosophila S2 Gal4-VP16 UAS-luciferase, luminescence, 20 h; Potency, µM (series often up to 53.6 µM), without a hit: at the highest dose activity, negative = inhibition, most hits filed as inhibitors; 3.5% of 310,000 active; AID 2546;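 also: Gal4-VP16 expression switched on by copper sulfate through the metallothionein promoter; potency is read from the fitted curve at half-maximal effect; % is scaled to controls: 0 for no effect and ±100 for the full control effect; nearly all actives have a fitted effect of over 50% in size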
BRCA1 expr act: increases BRCA1 expression | Potency, µM (series often up to 46.1 µM), for inactives: at the top dose activation, most hits filed as activators | MCF7-BRCA1-FFLuc reporter, luminescence, 48 h; response scale: scaled: vehicle 0%, 10 µM genistein 100% | 1.1% of 380,000 active; also: potency is read from the fitted curve at half-maximal effect; nearly all actives have a fitted effect of over 80% in size; some results filed as inactive show a strong effect at the top dose
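MCF7 cells carrying a BRCA1-firefly luciferase reporter (2000 cells/well, phenol-red free MEM) were attached for 2 h at 37 °C, then given compounds for 48 h. Luminescence was read 15 min after luciferase reagent; activity normalized to genistein (10 microM) and DMSO.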
Active calls of the source: *; ? = inconclusive; / = not tested or not shown; [ ] = remark or other dose. Unless noted, calls follow the shape of the dose curve; as a rule, active = well fitted curve in the direction sought with a large enough effect; inconclusive = small, poorly fitted or top-dose-only effect, or another doubt; inactive = no such curve, though single readings can be large; an effect the other way counts as inactive or inconclusive.

SMILES	NPC1 prom act	TRPV1 ag	ELG1 genotox	ELG1 repair inh	p53 reactivation	Tb PFK inh	RORgamma inh	FLuc modulator	Rab9 promoter act	VP16 counter	BRCA1 expr act
CN1CCC(=NNc2ccc(S(=O)(=O)N3CCOCC3)cc2[N+](=O)[O-])CC1	-2%	-1	-2%	22%	2%	-3%	-4%	2%	2%	3%	-16%
CCN(C[C@H]1N[C@@](CC)(C(=O)OC)[C@H]2C(=O)N(Cc3ccccc3)C(=O)[C@@H]12)C(C)=O	/	/	2%	?	-4%	0%	/	/	/	/	0%
CCN(CC)C(=O)Cn1cc(C(=O)C(=O)N2CC=C(c3ccccc3)CC2)c2ccccc21	-3%	-7	-5%	-1%	-1%	-8%	17%	-1%	4%	-8%	-31%
Cc1ccccc1Cn1nc(C)c(NC(=O)c2ccccc2)c1C	0%	-3	-3%	9%	4%	5%	7%	0%	-4%	-3%	-4%
COc1ccc(N(CCCN2C(=O)c3cccc4cccc(c34)C2=O)C(=O)c2cccnc2)cc1	10%	2	-7%	?	1%	12%	-23%	-5%	-2%	-11%	-70%
N#Cc1sc(NCc2cccc(Cl)c2)nc1Cl	17%	2	6%	?	17%	?	?	-17%	17%	-7%	16%
CC(=O)Nc1ccc(Nc2ccc3c4c(cc(=O)n3C)-c3ccccc3C(=O)c24)cc1	-14%	-2	?	?	-3%	6%	-11%	?	-1%	-7%	-18%
C=CCN(N=Nc1cccc([N+](=O)[O-])c1)c1cccc([N+](=O)[O-])c1	0%	11	0%	-1%	5%	2%	20%	-2%	3%	6%	-2%
O=[N+]([O-])c1ccc(-c2ccn[nH]2)o1	0%	0	-5%	-6%	-2%	4%	?	-1%	-4%	1%	-4%
Cc1nnc(SCC(=O)Nc2nnc(SCc3cccc(Br)c3)s2)s1	-3%	-1	1%	-2%	-7%	8%	-1%	10%	0%	-5%	-10%
CCCOc1ccc(NC(=O)CC2C(=O)N(CC)C(=S)N2CCNC(C)=O)cc1 (centres undefined)	0%	-2	0%	0%	-13%	0%	?	0%	-4%	5%	-22%
N#Cc1ccsc1NC(=O)CN1CCCCCC1	-3%	-1	2%	0%	1%	2%	-26%	10%	0%	2%	10%
COc1ccc(-n2ncc3c2CC(C)(C)CC3NC(=O)c2ccnn2C)cc1 (centres undefined)	-6%	?	0%[9.26 µM]	3%	1%	1%	?	4%	5%	-29%	-14%
N#Cc1ccc(NC(=O)CCc2ccc(S(=O)(=O)N3CCOCC3)cc2)cc1	1%	102*	-9%	?	-3%	-4%	28%	1%	-4%	10%	0%[1.84 µM]
Cc1cc(C)cc(NC(=O)Nn2cnnc2)c1	-3%	-2	1%	?	-1%	0%	-17%	-1%	-2%	-6%	-13%
O=C(O)Cc1ccc(-n2cccc2)cc1	-1%	1	1%	-7%	0%	?	15%	-2%	2%	0%	-7%
COc1ccc(-c2csc(NC(=O)CSCC(=O)Nc3cc(C)on3)n2)cc1	8%	-2	1%	3%	16%	-4%	/	?	1%	/	-5%
Cc1nc2nc(-c3ccc(Cl)cc3)[nH]n2c(=O)c1C	2.5µM*	1	?	?	?	1%	16%	6µM*	2.2µM*	5%	/
COc1ccc(-c2c([C@H]3[C@H]4C=CC[C@@H](C)[C@@H]4C(=O)N3Cc3ccccc3)ccc3ccccc23)cc1OC	-16%	11	-3%	-27%	-1%	19%	-15%	-1%	-9%	5%	-68%
COCCn1c(SCC(=O)Nc2ccccc2F)nc2c([nH]c3ccccc32)c1=O	0%	2	?	-6%	18%	-6%	?	4%	2%	-5%	-58%
COc1ccc(C(=O)CCS(=O)(=O)c2ccc(F)cc2)cc1OC	0%	0	-2%	-5%	-3%	-5%	-5%	2%	2%	-11%	/
O=C(CSc1n[nH]c(=O)[nH]c1=O)c1cccc([N+](=O)[O-])c1	-1%	-3	3%	21%	-1%	-8%	1%	-9%	0%	3%	1%
CSCCn1c(C(C)(C)C)cc(C(=O)O)c1C	2%	0	0%	0%	2%	-1%	-3%	-3%	0%	-5%	-6%
CCOc1ncccc1C(=O)OCC(=O)N1CCc2ccccc21	-1%	-3	-1%	-6%	12%	-2%	13%	-14%	15%	8%	-4%
C=CCn1c(SCC(=O)C(C)(C)C)nnc1-c1ccccn1	-5%	4	-3%	8%	-1%	-2%	-6%	-1%	-4%	2%	-28%
C=CCn1c(=O)c2c(nc3n2CC(C)CN3CCc2ccccc2)n(C)c1=O (centres undefined)	1%	26	-2%	-12%	-3%	0%	1%	-2%	-1%	3%	0%
C#CCNc1cc(C)nc2ncnn12	-2%	0	3%	6%	0%	3%	-11%	4%	0%	-10%	0%
O=C(CCC(=O)OCC(=O)c1ccc(Br)cc1)Nc1ccc(Br)c2cccnc12	-3%	-3	-6%	9%	0%	1%	19%	1%	-1%	2%	1%
CS(=O)(=O)c1nc(-c2ccccc2)cc(-c2ccccc2)c1C#N	-4%	2	4%	?	-12%	-1%	10µM*	-3%	0%	?	-95%
Cc1cc(C)nc(SCc2nnc(SCC(=O)Nc3cc(C(F)(F)F)ccc3Cl)o2)n1	4%	4	2%	0%	4%	-5%	3%	-1%	0%	-10%	1%

Rab9 promoter act: hit marks shown above
structure,NPC1 prom act,TRPV1 ag,p53 reactivation,Tb PFK inh,RORgamma inh,Rab9 promoter act
Cc1nc2nc(-c3ccc(Cl)cc3)[nH]n2c(=O)c1C,2.5µM*,1,?,1%,16%,2.2µM*

Additional compounds.
SMILES	NPC1 prom act	TRPV1 ag	ELG1 genotox	ELG1 repair inh	p53 reactivation	Tb PFK inh	RORgamma inh	FLuc modulator	Rab9 promoter act	VP16 counter	BRCA1 expr act
COCCOC(=O)C1=C(C)NC2=C(C(=O)CC(C)(C)C2)C1c1cc2c(cc1Br)OCO2 (centres undefined)	0%	/	0%	3%	1%	2%	-23%	-3%	1%	2%	-3%
CC(C)c1nnc(NC(=O)c2ccc(N3C(=O)CCC3=O)cc2)s1	-1%	0	-1%	?	?	-1%	23%	-3%	2%	26%	4%
COc1cccc(-c2ccc(-c3noc(-c4cccs4)n3)c(OC)n2)c1	21%	4	?	?	16%	3%	21%	11µM*	26%	3%	57%
Cc1cc(NC(=O)CSc2nnc(C3CC3)n2Cc2ccccc2)no1	-4%	1	-4%	-8%	-1%	-4%	-2%	0%	-5%	11%	-21%
Cc1ccc2nsnc2c1S(=O)(=O)N1CCN(C(=O)C2CCCO2)CC1 (centres undefined)	-1%	3	3%	13%	-3%	-3%	7%	9%	-1%	-2%	11%
COc1ccc(N=Cc2sc(O)c3ccccc23)cc1	?	2	16%	?	?	-1%	-8%	3.8µM*	1.6µM*	-3%	?
CNc1nc2cccnc2s1	3%	0	4%	?	5%	2%	19%	5%	1%	6%	52%
O=c1[nH]c(CN2CCN(S(=O)(=O)/C=C/c3ccccc3)CC2)nc2cc(Cl)ccc12	-5%	3	-14%	?	14%	-4%	25%	0%	-4%	3%	-52%
O=C(N/N=C/c1ccsc1)C1CC1	9%	1	0%	9%	0%	9%	23%	-10%	12%	-6%	-25%
O=C(c1cc(S(=O)(=O)N2CCOCC2)c(Cl)cc1Cl)N1CCN(S(=O)(=O)c2cccc(F)c2)CC1	/	/	-4%	-28%	-4%	10%	/	/	/	/	4%
Cc1cc(C(=O)NC(=S)Nc2cccc(NC(=O)C(C)C)c2)ccc1[N+](=O)[O-]	12%	-2	2%	?	?	7%	10µM*	-1%	-5%	?	-7%
CCN1CCCC1CNC(=O)c1ccccc1Cl (centres undefined)	-2%	2	2%	8%	-5%	0%	33%	-1%	-1%	-1%	6%
O=C(Cc1ccc2c(c1)OCCO2)Nc1cc(Cl)ccc1N1CCOCC1	-1%	24	1%	1%	-6%	1%	/	-3%	-2%	/	-11%
Cc1ccc(N=Cc2c(C)[nH]n(-c3ccccc3)c2=O)nc1	-5%	-2	-1%	?	-1%	-5%	0%	?	-8%	3%	-10%
CC(O)(CS(=O)(=O)Cc1ccccc1)C(=O)Nc1cccc(C(F)(F)F)c1 (centres undefined)	4%	/	0%	3%	-3%	0%	22%	0%	-3%	0%	-9%
NC(=O)c1ccsc1NC(=O)COC(=O)C1=NNC(=O)CC1	1%	3	-1%	4%	2%	0%	/	-1%	-3%	/	1%
